Assay outcomes deposited in PubChem BioAssay by Johns Hopkins Ion Channel Center.
MrgX1 ag = agonists of human MrgX1 receptor, primary screen, HEK293 cells, Fluo-4 calcium flux; 310,000 compounds, 0.44% hits; Fluo-4 calcium fluorescence, agonist mode; active compounds read high; Mas-related G-protein coupled receptor member X1 (Homo sapiens), Q96LB2; B-score at 10 µM;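 active = calcium response B-score plate-corrected fluorescence ratio at least 3 library SD, with starting fluorescence B-score inside 5 SD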
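Material – MrgX1-expressing HEK293 cells · Input – 15,000 cells seeded per well · Dosing – compound as first of three additions · Times – overnight seeding, then 1 h dark dye loading · Measured by – kinetic Fluo-4 NW fluorescence of intracellular calcium · Read-out – B-scored fluorescence response ratio · Benchmarks – positive and negative control wells on each plate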
MrgX1 antagonist = antagonists of human MrgX1 receptor, primary screen, HEK293 cells, Fluo-4 calcium flux. Mas-related G-protein coupled receptor member X1 (Homo sapiens), Q96LB2. BAM8-22 antagonism; active compounds read low. B-score at 10 µM. 310,000 compounds, 1.3% hits. AID 588676, 2011;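 active = calcium-response B-score plate-corrected more than 3 library SD below zero, starting fluorescence within 5 deviations, no agonist response on first addition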;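 also: peak minus trough fluorescence over baseline after final BAM8-22 challenge near maximal dose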
RGS4 inh = RGS4 inhibitors, primary screen, cell-based, HEK293 M3R inducible RGS4, calcium flux; Fluo-4 calcium flux; active compounds read high; triggered by carbachol at its EC20; 310,000 compounds, 0.45% hits; B-score at 10 µM;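 active = B-score, a plate-corrected calcium signal, over three deviations above library mean, with baseline fluorescence within five deviations of library mean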;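 also: RGS4 expression induced by doxycycline in cells with stable M3 receptor; B-score is computed from the integrated fluorescence ratio over baseline after carbachol; higher B-score means a larger calcium signal and so more RGS4 inhibition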
MrgX1 PAM = positive allosteric modulators of MrgX1, primary screen, HEK293 cells, Fluo-4 calcium flux | Mas-related G-protein coupled receptor member X1 (Homo sapiens), Q96LB2 | FDSS; active compounds read high | B-score at 10 µM | 310,000 compounds, 0.63% hits | AID 588675, 2011;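 active = plate-corrected calcium response at least 3 library SD above typical, normal starting fluorescence, not activating the receptor alone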;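 also: compound read alongside a low EC10 to EC30 dose of BAM8-22 agonist; peak minus trough fluorescence over baseline measured at the second addition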
TRPC4 inh = inhibitors of mouse TRPC4 channel, primary screen, Fluo4 calcium, HEK293 TRPC4beta/mu-opioid cells. Short transient receptor potential channel 4 (Mus musculus), Q9QUQ5. DAMGO-evoked Fluo4 calcium flux; active compounds read low. B-score at 10 µM. 300,000 compounds, 0.39% hits. AID 2247, 2010;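 active = B-score over 3 SD under the library average, no early fluorescence shift, positive overall ratio signal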
Target sequence (Q9QUQ5 whole entry, looked up): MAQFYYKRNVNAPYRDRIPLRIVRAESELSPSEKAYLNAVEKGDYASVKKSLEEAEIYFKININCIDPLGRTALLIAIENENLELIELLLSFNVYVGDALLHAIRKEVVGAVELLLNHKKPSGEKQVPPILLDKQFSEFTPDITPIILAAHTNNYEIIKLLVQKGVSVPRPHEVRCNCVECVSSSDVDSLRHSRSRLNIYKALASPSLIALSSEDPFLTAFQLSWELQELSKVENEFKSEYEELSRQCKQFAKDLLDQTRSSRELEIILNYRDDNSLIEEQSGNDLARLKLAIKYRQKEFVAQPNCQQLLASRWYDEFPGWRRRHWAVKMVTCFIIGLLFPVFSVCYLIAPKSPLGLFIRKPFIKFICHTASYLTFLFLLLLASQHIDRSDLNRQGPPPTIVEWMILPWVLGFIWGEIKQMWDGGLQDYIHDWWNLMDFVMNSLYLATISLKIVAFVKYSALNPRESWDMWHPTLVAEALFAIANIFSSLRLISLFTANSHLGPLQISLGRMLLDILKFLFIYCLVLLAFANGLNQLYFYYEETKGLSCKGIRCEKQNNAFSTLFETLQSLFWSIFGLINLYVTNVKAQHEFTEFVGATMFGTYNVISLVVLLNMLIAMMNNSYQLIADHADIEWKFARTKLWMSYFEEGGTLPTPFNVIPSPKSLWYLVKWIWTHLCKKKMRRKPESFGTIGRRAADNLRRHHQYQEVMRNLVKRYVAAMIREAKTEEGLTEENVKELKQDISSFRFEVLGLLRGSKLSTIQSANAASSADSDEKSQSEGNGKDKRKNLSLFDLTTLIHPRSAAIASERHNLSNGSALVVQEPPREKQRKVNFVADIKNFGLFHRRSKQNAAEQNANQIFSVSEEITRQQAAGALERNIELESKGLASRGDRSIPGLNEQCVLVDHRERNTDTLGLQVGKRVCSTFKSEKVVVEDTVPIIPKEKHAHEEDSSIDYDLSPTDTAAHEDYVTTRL
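Assay system: Stable TRPC4beta/mu-opioid receptor HEK293 cells | Reagent: DAMGO in two steps, submaximal then maximal | Compound dosing: Single concentration per test compound | Signal: Fluo4 Ca2+ flux fluorescence | Evaluation: Per-well B score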
TRPC4 PAM = positive allosteric modulators of TRPC4, primary screen, cell-based, mouse TRPC4beta, HEK293 mu-opioid, Fluo-4 calcium; Short transient receptor potential channel 4 (Mus musculus), Q9QUQ5; DAMGO EC20, Fluo-4 Ca2+ flux; active compounds read high; B-score at 10 µM; 310,000 compounds, 0.42% hits; AID 2227, 2009;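 active = B-score of calcium response area above 5 SD of library B-scores, with initial fluorescence ratio within 5 SD of library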;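 also: B-score of integrated fluorescence ratio over time as area under calcium response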
ANO1 activ = TMEM16A chloride channel activators or potentiators, primary screen, cell-based, HTS | Anoctamin-1 (Mus musculus), Q8BHY3 | HEK293 TMEM16A/YFP-H148Q/I152L, iodide quench fluorescence; active compounds read low | B-score at 10 µM | 340,000 compounds, 0.3% hits;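 active = fluorescence-ratio B-score plate-corrected deviation score at least 3 library SD below zero, with starting fluorescence score within 5 deviations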;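 also: channel opened by trigger with iodide after compound preincubation; score built on the fluorescence ratio of max minus min over baseline; more negative score means more quench and so TMEM16A activation or potentiation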
TRPC4 agonist = activators of mouse TRPC4 channel, primary screen, Fluo4 calcium, HEK293 TRPC4beta/mu-opioid cells | AID 2237, 2010 | Short transient receptor potential channel 4 (Mus musculus), Q9QUQ5 | Fluo4 calcium fluorescence; active compounds read high | B-score at 10 µM | 310,000 compounds, 0.49% hits;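 active = B-score above 5 SD of library B-scores, and initial fluorescence ratio not above library mean plus 5 SD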;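 also: positive B-score marks a calcium rise read as TRPC4 activation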
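Assay system: HEK293 cells stably co-expressing mouse TRPC4beta and mu-opioid receptor / Timing: Fluo4 dye loading 45 min at room temperature, 110 s recording / Signal: Fluo4 calcium-sensitive dye fluorescence, kinetic, 1 Hz baseline / Read-out: integrated baseline-normalised fluorescence ratio, converted to per-well B score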
TRPC6 inhibitor = mouse TRPC6 channel inhibitors, primary screen, cell-based, HEK293, membrane potential dye; B-score at 10 µM; Short transient receptor potential channel 6 (Mus musculus), Q61143; 310,000 compounds, 1.1% hits; ACh-evoked depolarization; active compounds read low;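 active = B-score under library mean minus 3 SD, initial fluorescence not abnormally high, positive integrated signal ratio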;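 also: B-score derived from integrated fluorescence ratio over the kinetic read; more negative B-score means stronger inhibition of depolarization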
TMEM16A inh = TMEM16A chloride channel inhibitors, primary screen, cell-based, HTS; normalized B-score (activity score, 25-100; higher = stronger inhibition) at 10 µM; Anoctamin-1 (Mus musculus), Q8BHY3; HEK293 TMEM16A/YFP iodide influx fluorescence, ionomycin; 310,000 compounds, 1.2% hits;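 active = ratio plate-corrected score three or more library SD toward inhibition, starting fluorescence score within five deviations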;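 also: score derived from kinetic fluorescence span divided by baseline fluorescence per well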
TRPC6 act = mouse TRPC6 channel activators, primary screen, cell-based, HEK293, membrane potential dye. Short transient receptor potential channel 6 (Mus musculus), Q61143. HEK293-TRPC6 membrane potential dye fluorescence; active compounds read high. B-score at 10 µM. 310,000 compounds, 0.13% hits. AID 2550, 2010;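 active = B-score of the integrated fluorescence ratio above library mean plus 3 SD, and starting fluorescence ratio within library mean plus 5 SD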;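 also: higher score means more depolarization so channel activation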
Active calls of the source: *; i = inactive; . = not tested or not shown.

SMILES	MrgX1 ag	MrgX1 antagonist	RGS4 inh	MrgX1 PAM	TRPC4 inh	TRPC4 PAM	ANO1 activ	TRPC4 agonist	TRPC6 inhibitor	TMEM16A inh	TRPC6 act
O=C(CSc1nc2ccccc2s1)N/N=C/c1ccc(C(=O)O)cc1	i	i	i	i	i	i	i	i	i	i	i
CCN(c1ccccc1)S(=O)(=O)c1ccc(OC)c(NC(=O)Cn2cnc3c2c(=O)n(C)c(=O)n3C)c1	i	i	i	i	i	i	i	i	i	i	i
CC1CC(C)CN(CCCNC(=O)c2c(O)nc3ccccn3c2=O)C1 (stereo not given)	i	i	i	i	i	i	i	i	i	i	i
CCN(CC(=O)NC1CCS(=O)(=O)C1)C(=O)COc1ccccc1-c1ccccc1 (stereo not given)	i	i	i	i	i	i	i	i	i	i	i
CCCCCOc1ccc(C2C(C(C)=O)=C(C)Nc3ncnn32)cc1OC (stereo not given)	i	i	i	i	i	i	i	i	i	i	i
C=CCN1C(=O)C(Cc2ccc(Br)cc2)S/C1=N\N=C\c1ccco1 (stereo not given)	i	i	i	i	i	i	i	i	i	i	i
Cc1ccccc1CC1(CO)CCCN(Cc2ccc(C#CC(C)(C)O)cc2)C1 (stereo not given)	i	i	i	i	i	i	i	i	i	i	i
CC1CC(C)CN(C(=O)C2CCC(CNS(=O)(=O)c3ccccc3)CC2)C1 (stereo not given)	i	i	i	i	i	i	i	i	i	i	i
COc1ccc(C(=O)Nc2nc3ccccc3s2)cc1	i	i	i	i	i	i	i	i	i	i	i
CC(=O)N1CCOc2ccc(S(=O)(=O)Nc3cccc(C)n3)cc21	i	i	i	i	i	i	i	i	i	i	i
COc1ccc(CCN2C(=O)CC(Cc3ccc(Br)cc3)C2=O)cc1OC (stereo not given)	i	i	i	i	i	i	i	i	i	i	i
Nc1c(Cl)cc(Cl)cc1C(=O)OCC(=O)N1CCOCC1	i	i	i	i	i	i	i	i	i	i	i
Cc1cc(C)nc(N/N=C/c2ccncc2)n1	i	i	i	i	i	i	i	i	i	i	i
NC(=O)c1ccc(/C=N/O)[n+](Cc2ccccc2)c1	i	i	i	i	i	i	i	i	i	i	i
O=C(Nc1ccc(Br)cc1F)c1sccc1-n1cccc1	i	i	i	i	i	i	i	i	i	i	i
Cc1cccnc1NC(=O)C1CCCN(S(=O)(=O)c2ccc3c(c2)oc(=O)n3C)C1 (stereo not given)	i	i	i	i	i	i	i	i	i	i	i
COC(=O)C1CCN(CC(=O)Nc2ccccc2Sc2ccccc2)CC1	i	i	i	i	i	i	i	i	i	i	i
COC(=O)c1nnn(-c2cccc(Cl)c2)c1C(=O)OC	i	i	i	i	i	i	i	i	i	i	i
CCS(=O)(=O)N1CCC(NC(=O)c2ccco2)CC1	i	i	i	i	i	i	i	i	i	i	i
CCOC(=O)C1=C(C)NC(=O)CC1c1cc2c(cc1[N+](=O)[O-])OCO2 (stereo not given)	i	i	i	i	-7*	i	i	i	i	i	i
Cc1nn(C(C)(C)C)c(NC(=O)c2ccccc2)c1C#N	i	i	i	i	i	i	i	i	i	i	i
O=C(ON=C1CCN(S(=O)(=O)c2ccccc2)CC1)c1cccc(Cl)c1	i	i	i	i	i	i	i	i	i	i	i
Cc1c(Cl)c([N+](=O)[O-])nn1CCCC(=O)NC1CCCCC1	i	i	i	i	i	i	i	i	i	i	i
O=C(Nc1cc2ccccc2oc1=O)C1CCCCC1	i	i	i	i	i	i	i	i	i	i	i
O=C(CN1C(=O)NC2(CCCCCCC2)C1=O)NCc1ccc2c(c1)OCO2	i	i	i	i	i	i	i	i	i	i	i
Cn1cccc1Cc1nnc(SCC(=O)N2CCCc3ccccc32)n1-c1ccc(F)cc1	i	i	i	i	i	i	i	i	i	i	i
CCCC(=O)Nc1ccc(-c2csc(-c3cccnc3)n2)cc1	i	i	i	i	i	i	i	i	i	i	i
O=S(=O)(NCCN1CCOCC1)c1ccc(Cl)c(Cl)c1	i	i	i	i	i	i	i	i	i	i	i
CCOC(=O)C1CCCN(C(=O)C2CCN(S(=O)(=O)N3CCC4(CC3)OCCO4)CC2)C1 (stereo not given)	i	i	i	i	i	i	i	i	i	i	i
CCC(C)c1ccc(OCC(=O)Nc2ccc3c(c2)C(=O)NC3=O)cc1 (stereo not given)	i	i	i	i	i	i	i	i	i	i	i
CC(=O)c1cccc(NC(=O)C(C)OC(=O)CCCN=C2NS(=O)(=O)c3ccccc32)c1 (stereo not given)	i	i	i	i	i	i	i	i	i	i	i
CC(=O)Nc1ccc(S(=O)(=O)NCc2nc(-c3ccccc3Cl)no2)cc1	i	i	i	i	i	i	i	i	i	i	i
CCOc1cc(C(=O)Nc2cc(C)ccc2OC)ccc1OCC(=O)N1CCCCC1	i	i	i	i	i	i	i	i	i	i	i
CCC(=O)Nc1ccc(NC(=O)CSc2nnc(-c3ccco3)n2CC)cc1	i	i	i	i	i	i	i	i	i	i	i
Cc1ccc(Nc2ccc(N3CCN(c4ccc([N+](=O)[O-])cc4)CC3)nn2)cc1	i	i	i	i	i	i	i	i	i	i	i
CCNc1nc(NCC)nc(Oc2ccc(OCc3ccccc3)nn2)n1	i	i	i	i	i	i	.	i	i	i	i
CCc1nnc(NC(=O)CN2CCN(Cc3ccc(F)cc3)CC2)s1	i	i	i	i	i	i	i	i	i	i	i
COc1ccc(OC)c(C(c2nnnn2C2CCCC2)N2CCN(c3ccc(F)cc3)CC2)c1 (stereo not given)	i	i	i	i	i	i	i	i	i	i	i
CCCn1ncc(CN2CCC(n3nccc3NC(=O)c3ccccc3OC)CC2)c1C	i	i	i	i	i	i	i	i	i	i	i
CCOC(=O)c1cc(C)nc(N2CCCCC2)c1C#N	i	i	i	i	i	i	i	i	i	i	i
O=C(O)CCCSCC(=O)Nc1ccccc1	i	i	i	i	i	i	i	i	i	i	i
O=C(c1cc2cc(F)ccc2[nH]1)N(Cc1cccnc1)CC1CCCN(C2CCCCC2)C1 (stereo not given)	i	i	i	i	i	i	i	i	i	i	i
COc1ccc(OC)c(C2C(C(=O)c3ccccc3)=C(C)Nc3nc4ccccc4n32)c1 (stereo not given)	i	i	i	i	i	i	i	i	i	i	i
COc1ccc(NC(=O)C23CC4CC(C2)CC(n2cnc(Br)n2)(C4)C3)c(C)c1	i	i	i	i	i	i	i	i	i	i	i
Cc1cc(N2CCN(C(=O)c3ccco3)CC2)n2nc(-c3cccc(Cl)c3)cc2n1	i	i	i	i	i	i	i	i	i	i	i
COc1ccccc1N(C(=O)c1ccco1)C(C(=O)NC1CCCC1)c1cccs1 (stereo not given)	i	i	i	i	i	i	i	i	i	i	i
COc1ccc(C(=O)OCC(=O)NCC2CCCCC2)cc1S(=O)(=O)N1CCCc2ccccc21	i	i	i	i	i	i	i	i	i	i	i
Cc1sc2ncnc(OCC(=O)NC3CCS(=O)(=O)C3)c2c1C (stereo not given)	i	i	i	i	i	i	i	i	i	i	i
O=C(NCCc1ccccc1)c1ccc(Cl)cc1[N+](=O)[O-]	i	i	i	i	i	i	i	i	i	i	i
COc1ccc(/C=C/C(=O)OCC(=O)Nc2ccc(N3CCOCC3)cc2)cc1OC	i	i	i	i	i	i	i	i	i	i	i
[N-]=[N+]=NC[C@H](c1ccccc1)N1CCN(Cc2ccccc2)CCC1=O	i	i	i	i	i	i	i	i	i	i	i
CCOc1ccc2nc(SCC#N)c(C#N)cc2c1	i	i	i	i	i	i	i	i	i	i	i
O=C(N/N=C/c1cc(Br)c(Br)o1)C(O)c1ccccc1 (stereo not given)	i	i	i	i	i	i	i	i	i	i	i
CCN(CC(=O)Nc1cc(Cl)ccc1C)C(=O)c1oc2ccc(OC)cc2c1C	i	i	i	i	i	i	i	i	i	i	i
O=C(Nc1cccc(C(F)(F)F)c1)C12CC3CC(CC(C3)C1)C2	i	i	i	i	i	i	i	i	i	i	i
Fc1ccccc1OCCCN1CCOCC1	i	i	i	i	.	i	i	i	i	i	i
NC(=O)c1cccc2c3c([nH]c12)CCCC3	i	i	i	i	i	i	i	i	i	i	i
O=C(CSc1ccc(Cl)cc1)Nc1ccccc1Oc1ccccc1	i	i	i	i	i	i	i	i	i	i	i
Cc1ccc(-c2cc(C(=O)NCCCN3CCOCC3)c3ccc(Cl)c(C)c3n2)cc1	i	i	i	i	i	i	i	i	i	i	i
Cc1cc(OCC(=O)NNC(=S)NCC2CCCO2)cc(C)c1Cl (stereo not given)	i	i	i	i	i	i	i	i	i	i	i
(more compounds)
SMILES	MrgX1 ag	MrgX1 antagonist	RGS4 inh	MrgX1 PAM	TRPC4 inh	TRPC4 PAM	ANO1 activ	TRPC4 agonist	TRPC6 inhibitor	TMEM16A inh	TRPC6 act
CCOC(=O)c1nccnc1C(=O)Nc1ccc(C(F)(F)F)cc1	i	i	i	i	i	i	i	i	i	i	i
CCOC(=O)c1oc2ccccc2c1CN1CCN(C(=O)c2ccccc2)CC1	i	i	i	i	i	i	i	i	i	i	i
Cc1cc2c(cc1C)N(C(=O)CN1C(=O)c3ccccc3C1=O)C(C)(C)c1ssc(=S)c1-2	i	i	i	i	i	i	-9.5*	i	i	i	i
CCOC(=O)c1cc(-c2ccccc2)nn1CC1CC(c2cccc([N+](=O)[O-])c2)=NO1 (stereo not given)	i	i	i	i	i	i	i	i	i	i	i
CCOc1ccc(-n2c(C)nc3cc(C(=O)NCc4ccc5c(c4)OCO5)ccc32)cc1	i	i	i	i	i	i	i	i	i	i	i
